GSK3 alpha inh – blocks human GSK-3 alpha kinase; P49840; ADP-Glo luminescence, 60 min; inhibition, % at 10 µM; actives 0.1% (n = 320,000);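 in the data active = inhibition above about 50%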;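 note: GST-tagged GSK-3 alpha with peptide substrate and 25 µM ATP; 0% = DMSO neutral wells and 100% = GW8510 positive control wells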
KCNQ1 act – human KCNQ1 channel potentiation or activation; P51787; CHO-K1 KCNQ1, thallium flux FluxOR fluorescence; hits give high values; B-score at 10 µM; actives 0.35% (n = 310,000);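 active = fluorescence ratio B-score, a plate-corrected score, at least three library SD, with initial intensity B-score within 5 SD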
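Doses: Single concentration per compound, DMSO matched to controls | Test system: KCNQ1-transfected CHO-K1 cells | Timing: 90 min dye loading and 20 min compound exposure, both at room temperature | Measured by: Kinetic FluxOR thallium fluorescence, 10-s 1-Hz baseline, 110-s post-stimulus read | Medium: Assay buffer with matched DMSO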
hERG protect – shields human hERG channel from block by proarrhythmic agents; actives 0.51% (n = 310,000); Q12809; activation (rescue from dofetilide block), less the hit threshold, % at 10 µM; CHO-hERG, FluxOR thallium flux, dofetilide IC70 present;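 active = activation above the mean of controls blocked by dofetilide plus 5 SD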;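 note: thallium influx through hERG after potassium depolarization seen as dye fluorescence rise; in these data hits start at about 4.7%; inactives centre near -7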
DYRK1A inh – inhibitors of rat Dyrk1A kinase. Q63470. ADP-Glo luminescence, NFATc1 peptide. inhibition, % at 12.5 µM. actives 0.43% (n = 310,000). AID 504441; in the data active = inhibition above about 50%;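 note: plate controls were vehicle with enzyme for no effect and no enzyme for full effect; many of its hits are not listed in these tables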
RGS4 act – RGS4 potentiation or activation; HEK293 M3R/inducible RGS4, carbachol calcium flux Fluo4; hits give low values; B-score at 10 µM; actives 0.92% (n = 310,000); AID 463111;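 active = B-score of the integrated calcium signal more than 4 SD below the library mean, with starting fluorescence not abnormally high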;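 note: negative B-score means reduced calcium response which marks RGS4 activation or potentiation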
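test system = HEK293 cells with stable M3R and inducible RGS4 | schedule = recording 10 s baseline at 1 Hz, 100 s post-agonist | technique = Fluo4-AM (2 µM) calcium-flux fluorescence, kinetic read | measure = Agonist-evoked peak-minus-minimum fluorescence over baseline, integrated ratio, B score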
KCNK3 inh – human KCNK3 channel inhibition, primary screen. O14649. CHO-KCNK3 thallium flux, FluxOR fluorescence; hits give low values. B-score at 10 µM. actives 0.84% (n = 340,000). AID 602410;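 active = B-score under library mean minus 4 SD, starting fluorescence ratio at most library mean plus 5 SD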;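 note: more negative B-score means stronger inhibition of thallium flux through KCNK3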
RGS4 block – inhibitors of human RGS4 | P49798 | HEK293 M3R/RGS4 inducible, Fluo-4 calcium flux; hits give high values; triggered by carbachol at its EC20 | B-score at 10 µM | actives 0.45% (n = 310,000) | AID 463165;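 active = B-score, a plate-corrected calcium signal, over three deviations above library mean, with baseline fluorescence within five deviations of library mean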;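 note: RGS4 expression induced by doxycycline in cells with stable M3 receptor; B-score is computed from the integrated fluorescence ratio over baseline after carbachol; higher B-score means a larger calcium signal and so more RGS4 inhibition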
Target sequence (P49798 whole entry, looked up): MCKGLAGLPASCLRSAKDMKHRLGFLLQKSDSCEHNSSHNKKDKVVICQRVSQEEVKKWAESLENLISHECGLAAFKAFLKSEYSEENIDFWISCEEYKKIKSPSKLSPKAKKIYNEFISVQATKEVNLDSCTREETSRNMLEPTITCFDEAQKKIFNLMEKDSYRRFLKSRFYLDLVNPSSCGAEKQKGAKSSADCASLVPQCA
GSK3B inh – blocks human GSK3beta kinase activity. GST-GSK3beta kinase, ADP-Glo luminescence, 60 min; hits give low values. activity score (negative = inhibition), % at 10 µM. actives 0.038% (n = 300,000). AID 2097;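 active = more than half of replicate wells score below -50%, meaning over 50% inhibition versus plate controls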;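 note: 0% = median DMSO wells and -100% = median GW8510 positive control wells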
Target sequence (P49841 whole entry, looked up): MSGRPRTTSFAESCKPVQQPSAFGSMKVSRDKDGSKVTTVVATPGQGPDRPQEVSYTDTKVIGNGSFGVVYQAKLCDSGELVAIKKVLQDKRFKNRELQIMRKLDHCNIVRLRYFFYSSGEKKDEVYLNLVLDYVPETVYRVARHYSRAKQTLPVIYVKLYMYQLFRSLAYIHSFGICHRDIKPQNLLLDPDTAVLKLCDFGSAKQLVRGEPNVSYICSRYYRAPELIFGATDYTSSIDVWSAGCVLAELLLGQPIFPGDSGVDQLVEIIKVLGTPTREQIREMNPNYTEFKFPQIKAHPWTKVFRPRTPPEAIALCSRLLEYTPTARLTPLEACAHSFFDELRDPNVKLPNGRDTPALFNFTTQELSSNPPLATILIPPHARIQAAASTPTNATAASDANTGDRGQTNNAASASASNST
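Test system – GST-tagged human GSK3beta kinase, cell-free · Incubation – 60 min enzyme reaction, room temperature · Signal – ADP-Glo luminescence · Also added – peptide substrate and ATP at 25 µM · Controls – DMSO neutral wells and GW8510 at 20 µM as positive · Buffer or medium – Tris/MgCl2 kinase buffer · Measure – Luminescence-derived activity versus plate DMSO and GW8510 wells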
KCNQ1 inh – human KCNQ1 channel inhibition; B-score at 10 µM; actives 1.3% (n = 310,000); P51787; CHO-K1 KCNQ1, FluxOR thallium flux fluorescence; hits give high values;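 active = compounds whose thallium flux B-score, printed positive for inhibition, exceeds three library SD while starting fluorescence stays within three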;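 note: channel opened by potassium depolarization with thallium stimulus after 20 min compound exposure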
KCNK9 block – human KCNK9 channel inhibition. B-score at 10 µM. AID 488922. actives 1.2% (n = 310,000). HEK293 KCNK9, FluxOR thallium flux fluorescence; hits give low values. Q9NPC2;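 active = ratio B-score over 3 SD below the library mean, with starting fluorescence within 5 SD of its mean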;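 note: negative B-score means less thallium flux so channel inhibition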
Target sequence (Q9NPC2 whole entry, looked up): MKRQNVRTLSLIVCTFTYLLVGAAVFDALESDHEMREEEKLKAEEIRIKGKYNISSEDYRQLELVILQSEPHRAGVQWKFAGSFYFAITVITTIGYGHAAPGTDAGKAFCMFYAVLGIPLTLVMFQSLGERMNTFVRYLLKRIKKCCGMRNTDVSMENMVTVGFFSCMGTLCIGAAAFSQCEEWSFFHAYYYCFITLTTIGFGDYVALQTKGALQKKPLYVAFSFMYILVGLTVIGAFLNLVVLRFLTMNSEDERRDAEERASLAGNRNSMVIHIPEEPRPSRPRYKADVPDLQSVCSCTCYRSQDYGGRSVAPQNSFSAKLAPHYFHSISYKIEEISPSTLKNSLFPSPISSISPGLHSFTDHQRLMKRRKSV
PolyA inh – yeast polyadenylation inhibition; S. cerevisiae SKY197-pL101 polyadenylation reporter, beta-gal luminescence; efflux-impaired pdr1/pdr3 knockout yeast; score 100 = 6 SD above DMSO; calls only at 12 µM; actives 0.02% (n = 300,000); AID 1875;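 active = lowest replicate activity score at least 50, where 100 means six control SD above control mean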;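 note: yeast exposed to compound for 9 h at 30 °C; higher score means more reporter readthrough which indicates perturbed polyadenylation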
* hit, by the source's call; i = inactive; . = not tested or not shown. This is a subset; rates above refer to the full screens.

Second line of a record: GSK3B inh, RGS4 act, KCNQ1 inh, RGS4 block, DYRK1A inh, KCNK3 inh, PolyA inh, hERG protect, GSK3 alpha inh, KCNQ1 act, KCNK9 block
> CC1CCc2nc(NC(=O)CSc3nc4ccccc4o3)sc2C1 (stereo not drawn)
    3, i, i, i, 2, i, i, -9, -7, i, i
> CCC(=O)Nc1ccc(C(=O)CSc2nnc(-c3ccc(O)cc3)n2CC2CCCO2)cc1OC (stereo not drawn)
    -4, i, i, i, -4, i, i, -9, -1, i, i
> COc1cccc(/C=N/NC(=O)c2oc3nc(-c4ccccc4)cc(-c4ccco4)c3c2N)c1
    0, i, i, i, ., i, i, -24, 2, i, i
> CCOC(=O)C1=C(COc2ccc(C)cc2)NC(=O)NC1c1cc(C)ccc1C (stereo not drawn)
    0, i, i, i, -1, i, i, -4, ., i, i
> CN(C)CCN(C(=O)c1ccc2ccccc2c1)c1nc2c(F)cc(F)cc2s1
    -2, i, i, i, ., i, i, -11, 0, i, i
> O=[N+]([O-])c1cc(S(=O)(=O)Nc2cccc(Cl)c2)ccc1N/N=C/c1ccc(N2CCOCC2)cc1
    -3, i, i, i, 20, i, i, -14, 0, i, i
> Cc1onc(-c2ccccc2)c1CNS(=O)(=O)c1ccccc1[N+](=O)[O-]
    0, i, i, i, -2, i, i, -6, 1, i, i
> COc1ccc(CSc2nc(C)cc(C)c2S(C)(=O)=O)cc1
    1, i, i, i, -2, -11*, i, -4, -1, i, -11*
> COc1ccc(-c2nc(CS(=O)(=O)CC(=O)NCc3cccc(OC)c3OC)c(C)o2)cc1
    1, i, i, i, 5, i, i, -19, -1, i, i
> CN1C(=O)C2ON(c3ccccc3)C(c3cccs3)C2C1=O (stereo not drawn)
    4, i, i, i, -4, i, i, -3, 0, i, i
> CCOC(CCn1ccc(O)c(Cc2ccc(Cl)cc2)c1=O)OCC
    0, i, i, i, 0, i, i, -3, -2, i, i
> CCN(CC)S(=O)(=O)c1ccc(OCC2CCCCO2)c([N+](=O)[O-])c1 (stereo not drawn)
    -2, i, i, i, -7, i, i, -6, -1, i, i
> O=C1C(Cc2ccc(F)cc2)SC(=Nc2ccccc2)N1c1ccccc1 (stereo not drawn)
    -22, i, i, i, 3, i, i, -4, 0, i, i
> NC(=NC1CCCCC1)c1ccc([N+](=O)[O-])cc1
    3, i, i, i, 0, i, i, -9, 3, i, i
> Cc1ccc(S(=O)(=O)N(C)c2ccccc2C(=O)Nc2c(F)cccc2F)cc1
    -1, i, i, i, 3, i, i, -1, 2, i, i
> O=C(Nc1ccccc1C(=O)N/N=C/c1ccco1)c1ccc(Cl)cc1
    -3, i, i, i, -6, i, i, -3, 5, i, i
> Cc1ccc(-n2nc3c(=O)n(C(C)C(=O)NCc4ccccc4Cl)nc(C)c3c2C)cc1 (stereo not drawn)
    2, i, i, i, -2, i, i, -4, -1, i, i
> Cc1cccc(N2CCN(Cc3cc(=O)n4ccsc4n3)CC2)c1C
    -1, i, i, i, -8, i, ., -4, ., i, i
> C/C(CC(=O)Nc1ccc2c(c1)OCCO2)=N\NC(=O)c1ccccn1
    -1, i, i, i, 0, i, i, -11, -4, i, i
> O=C(NC1CCCCC1)c1cc([N+](=O)[O-])ccc1N1CCCC1
    2, i, i, i, -4, i, i, -10, 0, i, i

Not a retest: entries from further up.
Second line of a record: GSK3B inh, RGS4 act, KCNQ1 inh, RGS4 block, DYRK1A inh, KCNK3 inh, PolyA inh, hERG protect, GSK3 alpha inh, KCNQ1 act, KCNK9 block
> C/C(CC(=O)Nc1ccc2c(c1)OCCO2)=N\NC(=O)c1ccccn1
    -1, i, i, i, 0, i, i, -11, -4, i, i
> O=C(NC1CCCCC1)c1cc([N+](=O)[O-])ccc1N1CCCC1
    2, i, i, i, -4, i, i, -10, 0, i, i

Next section
Second line of a record: GSK3B inh, RGS4 act, KCNQ1 inh, RGS4 block, DYRK1A inh, KCNK3 inh, PolyA inh, hERG protect, GSK3 alpha inh, KCNQ1 act, KCNK9 block
> CCOc1cc(/C=C(\C#N)c2nc(-c3cccs3)c(NC(C)=O)s2)ccc1O
    0, i, i, i, -2, i, i, -7, -1, i, i
> O=C1CCc2cc(NS(=O)(=O)c3ccc(Br)cc3)cc3c2N1CC3
    -1, i, i, i, 4, i, i, -9, 0, i, i
> O=C(CSc1nc2ccccc2nc1N1CCCCC1)N1CCN(c2ccccc2)CC1
    -1, i, 6*, i, -1, i, i, -15, -2, i, i
> Cc1ccc(S(=O)(=O)Cn2nnnc2CN(Cc2ccco2)CC2CCCO2)cc1 (stereo not drawn)
    2, i, i, i, -1, i, i, -9, -1, i, i
> O=C(C1=C[C@@H](c2ccc(C(F)(F)F)cc2)C[C@@H](OCCCCO)O1)N1CCN(Cc2ccccc2)CC1
    -25, i, i, i, 12, i, i, -12, -1, i, i
> Cc1n[nH]c(=O)c2c(NC(=O)COC(=O)COc3cccc(Br)c3)oc(C)c12
    -2, i, i, i, ., i, i, -7, 0, i, i
> CCS(=O)(=O)c1ccc(O)c(NC(=O)CCCC(=O)O)c1
    2, i, i, i, 1, i, i, -1, -4, i, i
> Cc1ccc(C)c(Nc2ncnc(N)c2[N+](=O)[O-])c1
    6, i, i, i, -3, i, i, -9, -5, i, i
> COc1ccc(-c2cc(C(F)(F)F)n3nc(C(=O)NCCCn4ccnc4)cc3n2)cc1
    -21, i, i, i, 3, i, i, -5, 0, i, i
> Cc1nc2c(Br)cc(Br)cc2cc1O
    -1, i, i, i, 26, i, i, -6, -1, i, i
> Cc1n[nH]c(=O)nc1N1CCN(c2ccccc2)CC1
    3, i, i, i, 3, i, i, -7, 0, i, i
> CCCCN1CC[C@H]2C=CC[C@@H](C(=O)N3CCN(c4ccccc4)CC3)[C@H]2C1=O
    5, i, i, i, 4, i, i, 0, 1, i, i
> Cc1ccc(-c2[nH]ncc2/C=N/n2c(C)nc3ccccc3c2=O)cc1
    -3, i, i, i, 13, i, i, -13, -1, i, i
> Oc1ccc2ccccc2c1C=Nc1cc(C(F)(F)F)ccc1N1CCCC1
    2, i, i, i, 0, i, i, -5, ., i, i
> Nn1c(C2COc3ccccc3O2)n[nH]c1=S (stereo not drawn)
    0, i, i, i, 0, i, i, -3, -2, i, i
> N#Cc1ccc(NC(=O)Nc2ccc(Oc3ccc(NC(=O)Nc4ccc(C#N)cc4)cc3)cc2)cc1
    0, i, 9*, i, -5, i, i, -15, -1, i, i
> CCOc1ccc(NC(=O)c2ccc(NS(=O)(=O)c3cccs3)cc2)cc1
    ., i, i, i, -2, i, i, -10, 0, i, i
> Cc1ccc(NC(=O)C(C)SCc2nc3sc(C)c(C)c3c(=O)[nH]2)nc1 (stereo not drawn)
    1, i, i, i, 0, i, i, -8, 1, i, i
> CCc1ccc(CN(C)C(=O)C2CCC(=O)N(Cc3cccc(OC)c3)C2)nc1 (stereo not drawn)
    10, i, i, i, -8, i, i, -5, 0, i, i
> c1ccc2[nH]c(NCCCN3CCOCC3)nc2c1
    2, i, i, i, -3, i, i, -15, -2, i, i
> COc1ccccc1OCc1ccc(C(=O)NCC2CCCO2)o1 (stereo not drawn)
    3, i, i, i, -8, i, i, -15, -2, i, i
> FC(F)Oc1ccc(-n2cc(-c3ccc(Cl)cc3)[n+]3c2CCCCC3)cc1
    4, i, i, i, -1, i, i, -17, -1, i, i
> CCn1c2ccccc2c2cc(NC(=O)COc3ccc(OC)cc3)ccc21
    2, i, i, i, 5, i, i, -15, -1, i, i
> CCOC(=O)c1cnn(-c2ccc([N+](=O)[O-])cc2)c1N
    2, i, i, i, ., i, i, -6, -1, i, i
> C=CCNC(=O)c1ccc2c(=O)n(Cc3ccccc3OC)c(=S)[nH]c2c1
    3, i, i, i, -3, i, i, -3, 0, i, i
> CCCOc1ccc(/C=N/Nc2cccc([N+](=O)[O-])c2)c(O)c1
    -1, i, i, i, -5, i, i, -3, 0, i, i
> O=C(Nc1ccccc1-c1ccccc1NC(=O)c1ccco1)c1ccco1
    -1, i, i, i, -2, i, i, -13, -3, i, i
> CC(=O)N1c2ccc(S(=O)(=O)NCC3CCC(C(=O)NC4CCC(C)CC4)CC3)cc2CC1C (stereo not drawn)
    -1, i, i, i, 2, i, i, -6, -1, i, i
> CN(CCc1ccccn1)C(=O)c1cc(COc2ccc(F)cc2F)on1
    -2, i, i, i, -2, i, i, -11, -1, i, i
> CCCNC(=O)CCCN1C(=O)c2ccccc2Sc2ncccc21
    1, i, i, i, 1, i, i, 1, -2, i, i
> Cc1cnc(C(=O)OCC(=O)Nc2cc(S(=O)(=O)N3CCCCC3)ccc2Cl)cn1
    1, i, i, i, 1, i, i, -7, 1, i, i
> CCC(C(=O)NC1CCCC1)N(C(=O)Cn1nnc(-c2ccc(C)o2)n1)c1ccc(F)cc1 (stereo not drawn)
    -1, i, i, i, -4, i, i, -9, ., i, i
> O=C(O)c1cc([N+](=O)[O-])c(NCCC2=CCCCC2)c([N+](=O)[O-])c1
    2, i, i, i, -5, i, i, -9, 0, i, i
> CCOC(=O)c1sc(NC(=O)c2cccc(S(=O)(=O)N3CCN(C)CC3)c2)cc1C
    4, i, i, i, 0, i, i, -4, 1, i, i
> COC(=O)C1CCN(S(=O)(=O)Cc2ccccc2)CC1
    2, i, i, i, 1, i, i, 1, -1, i, i
> N#Cc1sc2nc(-c3cccs3)cc(-c3ccc(Cl)cc3)c2c1N
    4, i, i, i, -2, -14*, i, -11, -4, i, -7*
> Cc1ccc2[nH]c(=O)c(CN(Cc3cccs3)C(=S)NCc3ccco3)cc2c1
    -2, i, i, i, 1, i, i, -9, 3, i, i
> Cc1cccc(S(=O)(=O)Nc2ccc(-n3c(C)nc4ccccc4c3=O)cc2)c1
    0, i, i, i, 2, i, i, -16, 0, i, i

From PubChem
